# ROC1-CUL1 inh – human ROC1-CUL1 E3 ligase inhibition; P62877+Q13616; in vitro K48 di-Ub FRET, acceptor:donor ratio, 45 min; inhibition, % at 10 µM; hit rate 0.6% among 140,000; AID 1347404; in the data active means inhibition above about 25%
# Target sequence (P62877 whole entry, looked up): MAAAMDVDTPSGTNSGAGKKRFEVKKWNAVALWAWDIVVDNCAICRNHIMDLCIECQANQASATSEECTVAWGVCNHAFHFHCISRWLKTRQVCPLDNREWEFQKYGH
# Target sequence (Q13616 whole entry, looked up): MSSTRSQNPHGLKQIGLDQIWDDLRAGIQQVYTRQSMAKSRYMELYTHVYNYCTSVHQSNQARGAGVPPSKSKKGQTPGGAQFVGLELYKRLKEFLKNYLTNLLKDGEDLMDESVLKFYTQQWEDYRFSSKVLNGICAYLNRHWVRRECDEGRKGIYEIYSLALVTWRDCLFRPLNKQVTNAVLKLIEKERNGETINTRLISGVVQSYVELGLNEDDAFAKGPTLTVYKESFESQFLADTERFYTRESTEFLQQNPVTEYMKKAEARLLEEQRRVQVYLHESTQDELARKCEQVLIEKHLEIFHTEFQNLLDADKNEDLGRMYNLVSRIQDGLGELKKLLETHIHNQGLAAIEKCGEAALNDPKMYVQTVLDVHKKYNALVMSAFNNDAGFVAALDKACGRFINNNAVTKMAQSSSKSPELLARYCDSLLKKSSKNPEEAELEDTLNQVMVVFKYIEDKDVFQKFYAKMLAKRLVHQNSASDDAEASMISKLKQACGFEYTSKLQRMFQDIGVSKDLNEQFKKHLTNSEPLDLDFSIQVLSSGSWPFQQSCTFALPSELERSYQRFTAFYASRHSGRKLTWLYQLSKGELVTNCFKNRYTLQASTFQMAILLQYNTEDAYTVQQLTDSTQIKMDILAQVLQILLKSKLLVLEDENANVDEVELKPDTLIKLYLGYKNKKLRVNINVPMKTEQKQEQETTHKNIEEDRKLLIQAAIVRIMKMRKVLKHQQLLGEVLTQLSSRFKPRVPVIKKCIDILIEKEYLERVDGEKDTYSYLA
# * marks the source's active call; other numbers are inactive results. This is a subset; count on the stated rates, not on these rows.
Structure	ROC1-CUL1 inh
CCCOc1c(OC)cccc1C1C(C(=O)OCC)=C(c2ccccc2)N=c2s/c(=C/c3ccc4c(c3)OCO4)c(=O)n21 (stereo unspecified)	2
CCN1C(=O)C(C(=O)NNC(=O)c2cccc(Cl)c2)C(=O)c2ccccc21 (stereo unspecified)	-3
CN(C)c1c(Cl)cnn(C)c1=O	-9
O=C1N=C2C=CC=CN2C(=O)C1Cc1ccccc1 (stereo unspecified)	6
COc1cc(C)c(C)cc1S(=O)(=O)NC1CCCC1	-1
Cc1ccc(-c2nc3nc4ccccc4nc3n2CC2CCCO2)cc1 (stereo unspecified)	-2
CC(=O)NCc1ccc(-c2nc3ccccc3s2)cc1	-1
CCOCCCNC(=O)C1CCCN(Cc2nc(-c3ccc(CC)cc3)oc2C)C1 (stereo unspecified)	-7
COc1ccc(N(Cc2ccccc2)C(=O)c2nc(S(C)(=O)=O)ncc2Cl)cc1	-6
Clc1cc(Cl)cc(Oc2nc3ccccc3s2)c1	8
CCNS(=O)(=O)c1ccc(OC)c(C(=O)NC2CC(C)(C)NC(C)(C)C2)c1	-5
COC(=O)c1cc2oc(C)cc2n1CC(=O)Nc1ccc(OC)c(OC)c1	4
Cc1ccc2oc3c(c(=O)c2c1)C(c1ccc(F)cc1)N(c1cc(C)on1)C3=O (stereo unspecified)	3
O=c1cc(O)c2sc3nc4c(c(-c5cccs5)c3c2[nH]1)CCCC4	10
CC1CCCC(C)N1C(=O)c1cnn2c(C(F)(F)F)cc(-c3cccs3)nc12 (stereo unspecified)	2
Cc1cccc2nc(-c3ccccn3)c(Nc3ccc(F)cc3)n12	-1
Cc1nc(N2CCC(C(=O)NC3CCCCCCC3)CC2)nc2cc(S(C)(=O)=O)ccc12	3
Cn1cnc([N+](=O)[O-])c1Sc1nc2ccccc2s1	1
CC(NC(=O)c1ccccc1NC(=O)c1ccc(-c2ccccc2)cc1)C(=O)N1CCCCCC1 (stereo unspecified)	6
COc1cc(Cl)c(C)cc1NC(=O)c1cnc(N2CCCCC2)c2ccccc12	-4
CC(C)c1ccc(S(=O)(=O)N2CCN(C(=O)C3CC3)CC2)cc1	4
CCc1nn(-c2ccccc2)c(N)c1C	1
Cc1nc(C2CCCN(c3ncnc4scc(C)c34)C2)cc(=O)[nH]1 (stereo unspecified)	2
CC(C#N)(Nc1ccccc1)c1cccs1 (stereo unspecified)	0
O=C(c1coc(COc2ccccc2F)n1)N1CCSCC1	-5
COc1ccccc1OCCSc1nc(-c2ccc(C(C)(C)C)cc2)nc2cc(=O)[nH]n12	-1
CCCCCNC(=O)CC(NC(=O)OCC)c1ccccc1 (stereo unspecified)	11
CC1=NN(C)c2nc3c(c(=O)n(Cc4ccccc4F)c(=O)n3C)n2C1	3
O=C(COc1ccc(Cl)cc1Cl)Nc1ccc(Cc2ccc(NC(=O)COc3ccc(Cl)cc3Cl)cc2[N+](=O)[O-])c([N+](=O)[O-])c1	2
CCOC(=O)C1C(=N)N(c2ccccc2C(F)(F)F)C2=C(C(=O)CCC2)C1c1ccc(Cl)cc1 (stereo unspecified)	11
Cc1nnsc1C(=O)NC(C)c1ccccc1 (stereo unspecified)	3
Cc1ccc(-c2cc(NC(=O)c3ccccc3Cl)on2)cc1	-5
Cc1cccc(OCCSc2nc3ccccc3n2CC(=O)N2CCOCC2)c1	0
CCOCCn1c(=O)c2c(nc3n(-c4ccccc4CC)c(C)cn23)n(C)c1=O	3
CCOc1ccc(N2C(=O)CC(N3CCN(c4ccccn4)CC3)C2=O)cc1 (stereo unspecified)	1
COC(=O)C(CC(C(=O)OC)N1C(=O)c2ccccc2C1=O)SC(C)=O (stereo unspecified)	-3
O=C(Nc1ccccc1C(F)(F)F)N1CCOc2ccc(Cl)cc21	5
Cc1ccc(C2c3c(oc4ccccc4c3=O)C(=O)N2c2nnc(C)s2)cc1 (stereo unspecified)	-3
COc1ccccc1NC(=O)C1C(C)=Nc2nc(-c3ccco3)nn2C1c1cccc(C)c1 (stereo unspecified)	4
COc1ccc(-c2ccc(=O)n(CC(=O)Nc3cc(OC)ccc3OC)n2)cc1	-2

# Ordered by count of non-hydrogen atoms (lowest first): some entries from above
Structure	ROC1-CUL1 inh
Cc1nnsc1C(=O)NC(C)c1ccccc1 (stereo unspecified)	3
CCCCCNC(=O)CC(NC(=O)OCC)c1ccccc1 (stereo unspecified)	11
COC(=O)C(CC(C(=O)OC)N1C(=O)c2ccccc2C1=O)SC(C)=O (stereo unspecified)	-3
CCOc1ccc(N2C(=O)CC(N3CCN(c4ccccn4)CC3)C2=O)cc1 (stereo unspecified)	1
COc1ccccc1OCCSc1nc(-c2ccc(C(C)(C)C)cc2)nc2cc(=O)[nH]n12	-1
COc1ccccc1NC(=O)C1C(C)=Nc2nc(-c3ccco3)nn2C1c1cccc(C)c1 (stereo unspecified)	4
CCOC(=O)C1C(=N)N(c2ccccc2C(F)(F)F)C2=C(C(=O)CCC2)C1c1ccc(Cl)cc1 (stereo unspecified)	11

# (list continues)
Structure	ROC1-CUL1 inh
Cc1ccc(NC(=O)c2sc3nc(C45CC6CC(CC(C6)C4)C5)ccc3c2N)cc1	-16
CCC(O)c1ccc(-c2cccc(-c3ccn[nH]3)c2)cc1 (stereo unspecified)	3
CCCN(CCC)C(=O)Cn1c(=O)n(-c2ccc(CC)cc2)c(=O)c2c3c(sc21)CCC3	6
Cc1c(C)c(C)c(S(=O)(=O)N2CCCN(S(=O)(=O)c3c(C)c(C)c(C)c(C)c3C)CC2)c(C)c1C	-7
COc1ccc(/C=C/c2nc3ccccc3s2)cc1OC	-7
COc1ccc(NC(=O)Cn2ccn(Cc3ccccc3)c(=O)c2=O)cc1Cl	5
CCOC(=O)c1c(-c2ccc(OC)cc2)csc1NC(=O)CNCc1ccccc1	0
Cc1cccc(NC(=O)c2ccc(-n3cnc4cccnc43)cc2)c1C	-5
CCOc1ccc(NC(=O)C(NC(=O)C2CCC(C)CC2)C(C)C)cc1 (stereo unspecified)	-3
O=C(Cn1ncn2c(cc3cc(F)ccc32)c1=O)NC1CCCCC1	5
Cc1nc2c(c(=O)[nH]1)C(c1ccc(Br)cc1)c1cc(Cl)c3ccccc3c1O2 (stereo unspecified)	1
COc1ccc(N=c2ssc3c2-c2ccccc2NC3(C)C)c(OC)c1	-2
CCc1ccc(C(=O)NC2=NC(c3ccccc3F)CC(=O)N2)cc1 (stereo unspecified)	-12
Cc1cc2c(C)nc(N3CCC(NC(CCn4ccnc4C)c4ccccc4)CC3)nc2cc1F (stereo unspecified)	7
O=C1CC(N2CCC3(CC2)OCCO3)C(=O)N1Cc1ccccc1 (stereo unspecified)	7
CCCCOc1cc(Br)c(C=C2C(=O)c3ccccc3C2=O)cc1OCC	-4
COc1ccc(Cl)cc1S(=O)(=O)Nc1cccc(-c2ccc(N3CCOCC3)nn2)c1	4
Cc1ccc2oc3c(c(=O)c2c1)C(c1ccccc1F)N(CCCN1CCOCC1)C3=O (stereo unspecified)	-5
O=C(NC1CCC(O)CC1)C1CCC(=O)N(Cc2ccc(Cl)cc2)C1 (stereo unspecified)	5
Clc1cccc(Nc2nc3ccccc3n3nnnc23)c1	5
N#Cc1ccccc1NC(=O)C(=O)NCCc1csc2nc(-c3cccc(F)c3)nn12	0
COc1ccc(C2=Nn3c(nnc3-c3cccc(Br)c3)SC2)cc1	-3
CCCCc1ccc(C(=O)Nc2ccc3nc(N4CCN(CC)CC4)cc(C)c3c2)cc1	-3
CN(C)S(=O)(=O)NCC1CCCN(Cc2ccc3c(c2)OCCO3)C1 (stereo unspecified)	1
Cc1c(CNCC2(O)CCCN(Cc3ccc(F)cc3)C2=O)cnn1C (stereo unspecified)	-5
Cc1ccc(Cl)c(-n2nnc(C(=O)Nc3ccccc3C)c2C)c1	-4
Cc1ccc(N2CC(C(=O)NCC3CCCO3)CC2=O)cc1C (stereo unspecified)	-5
Cc1c(NC(=O)c2nc3ccccc3nc2N2CCCCC2)cccc1[N+](=O)[O-]	-5
CCCCCN1C(=O)C(C(=O)Nc2ccc(C(=O)OCCCC)cc2)C(=O)c2ccccc21 (stereo unspecified)	-8
C=CCn1c(SCC(=O)NCC2CCCO2)nc2sc3c(c2c1=O)CCC(C)C3 (stereo unspecified)	-2
O=C1NC(=S)SC1=C1C=C(c2ccccc2)OC(c2ccccc2)=C1	-12
NC(=O)c1cccnc1Nc1ccccc1Cl	-9
CCOC(=O)C1C(C)=NC2=C(C(=O)CC(c3ccc(OC)c(OC)c3)C2)C1c1ccc(SC)cc1 (stereo unspecified)	-16
COc1ccc(-c2noc(-c3ccc(NCCc4ccccc4)c([N+](=O)[O-])c3)n2)cc1	5
CCCCOc1ccc(CNC(=O)CN2C(=O)CCn3nc(-c4cn(C)c5ccccc45)cc32)cc1	10
CCCn1c2ccccc2c2cnn(CC(=O)NCC3CCN(Cc4ccccc4C)CC3)c(=O)c21	2
Cc1ccc(NC(=O)C2CCCN(S(=O)(=O)c3ccc4[nH]c(=O)ccc4c3)C2)cc1Cl (stereo unspecified)	1
CC1(C)CC(=O)c2sc(NC(=O)Cc3cccs3)nc2C1	6
Cc1ccc(C(=O)Nc2ccc3oc(-c4ccccc4C)nc3c2)cc1	1
Cc1ccc(C2OC3(C(=O)c4ccccc4C3=O)C3C(=O)N(c4ccc([N+](=O)[O-])cc4)C(=O)C23)cc1 (stereo unspecified)	-4
CC1(C)Cc2ccccc2-c2nnc(-c3cccs3)n21	-5
COc1ccc(NC(=O)C(NC(=O)/C=C\c2ccc3c(c2)OCO3)c2ccccc2)cc1 (stereo unspecified)	4
COc1ccc(-c2noc(CSCC(=O)Nc3cc(OC)c(OC)c(OC)c3)n2)cc1OC	3
COc1cccc2c1OCC(NCCc1ccc(C(F)(F)F)cc1)C2 (stereo unspecified)	12
Cc1ccc(C)c(OCc2cc(C(=O)N(C)C3CCN(C)C3)no2)c1 (stereo unspecified)	3
CCCc1ccc(Oc2c(-c3ccc(OC)c(C)c3O)n[nH]c2C)cc1	8
O=C(NC1CCCCC1)c1ccc(Br)cc1Br	2
C=CCN(C(=O)OC(C)(C)C)S(=O)(=O)c1ccc(C)cc1	5
COCCn1c(CN2CCC(COC)C2)cnc1S(=O)(=O)CC1CCCCC1 (stereo unspecified)	-7
CC1C(=NC(=O)c2cc(-c3ccc(Cl)cc3)on2)C(=O)N(c2ccccc2)N1C (stereo unspecified)	2
O=C(O)/C=C1/c2ccccc2CSc2ccc(Cl)cc21	1
Cc1nc(Cl)sc1C(=O)Nc1cc(Cl)cc(Cl)c1	-3
Cc1cc(C)c(S(=O)(=O)NCCCO)c(C)c1	7
COc1cc2c(cc1NC(=O)c1c(C)nn(-c3ccccc3)c1C)oc1ccccc12	-1
Cc1nn2cc(CNCC3(O)CCCN(C)C3=O)nc2s1 (stereo unspecified)	6
CN(C)c1nc(N)nc(CSc2nc3c(c(=O)n(C)c(=O)n3C)n2C)n1	-1
Cc1csc(CNC(=O)CC2C(=O)NCCN2Cc2cccc(C(F)(F)F)c2)n1 (stereo unspecified)	-6
CC1=NC(=S)NC(c2ccc(F)cc2)C1C(=O)Nc1ccc(Br)cc1 (stereo unspecified)	-3
O=C(Nc1cccc(N2CCC(NCc3cccc(OC(F)(F)F)c3)CC2)c1)C1CC1	16
CC(C)(C)OC(=O)[C@@H]1[C@@H](c2cccnc2)C(C#N)(C#N)[C@H]2C=Cc3ccccc3N12	4

# Random excerpt: 2 compounds from above.
Structure	ROC1-CUL1 inh
Cc1csc(CNC(=O)CC2C(=O)NCCN2Cc2cccc(C(F)(F)F)c2)n1 (stereo unspecified)	-6
COc1ccc(-c2noc(CSCC(=O)Nc3cc(OC)c(OC)c(OC)c3)n2)cc1OC	3

# The listing continues:
Structure	ROC1-CUL1 inh
Cn1c(=O)c(=O)n(C)c2cc(S(=O)(=O)N3CCN(c4ccccc4F)CC3)ccc21	8
COC(=O)c1cnn(-c2cc(Cl)nc(SC)n2)c1N	1
O=C1OC(c2ccccc2)=N/C1=C(\Sc1nc2ccccc2o1)c1ccccc1	-9
Cc1cccc(NC(=O)NCCOCCn2c(=O)oc3ccccc32)c1C	-1
CCn1c(CN2CCC(CCC(=O)NCC3CCCO3)CC2)nc2ccccc21 (stereo unspecified)	-2
CCCOC(=O)c1sc(Cl)c(Cl)c1Cl	4
Cc1c(Cl)cccc1NC(=O)Cn1nnc(-c2ccccc2F)n1	-3
COc1ccc(OC(=O)COc2ccc(Cl)cc2)cc1	4
COc1cccc(S(=O)(=O)Nc2cccnc2)c1	7
CC(C)(C)C(=O)Nc1ccnn1C1CCN(Cc2ccccc2OCCO)CC1	-6
COC(=O)c1ccccc1NC(=O)c1cncc(Br)c1	5
CN(C)c1ccc(CNC(=O)c2cnc3sc(N4CCCC4)nn3c2=O)cc1	-13
COc1ccccc1CC(=O)Nc1ccc(Br)cc1C(=O)O	-2
Cc1c(NS(C)(=O)=O)cccc1C(=O)Nc1ccccc1C(F)(F)F	2
Cc1c(C)n(Cc2ccccc2)c2ccc(C(=O)N3CCN(c4ccc(F)cc4)CC3)cc12	11
O=C(CSc1nc2ccccc2o1)Nc1ncc(-c2ccccc2)s1	-5
COc1ccc2c(c1)c1c(c(=O)n(Cc3ccccc3)c(=O)n1CC(=O)Nc1c(C)cccc1C)n2C	-10

# Of the compounds above, 4 contain a tert-butyl group:
Structure	ROC1-CUL1 inh
COc1ccccc1OCCSc1nc(-c2ccc(C(C)(C)C)cc2)nc2cc(=O)[nH]n12	-1
C=CCN(C(=O)OC(C)(C)C)S(=O)(=O)c1ccc(C)cc1	5
CC(C)(C)OC(=O)[C@@H]1[C@@H](c2cccnc2)C(C#N)(C#N)[C@H]2C=Cc3ccccc3N12	4
CC(C)(C)C(=O)Nc1ccnn1C1CCN(Cc2ccccc2OCCO)CC1	-6

# Assay outcomes: PubChem, Icahn School of Medicine at Mount Sinai
